GPR55 beta-arrestin = selective activators of receptor GPR55 – imaging, U2OS cells, beta-arrestin-GFP redistribution, primary screen (AID 1961); U2OS GPR55 beta-arrestin-GFP redistribution imaging; higher % means a stronger effect; activation, % at 10 µM; hits with a dose series show EC50 in µM; 290,000 tested, 0.048% active;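 active = activation above 40% with more than 50 cells counted in the well; inconclusive = wells holding fewer than 50 cells, flagged as toxic or sparse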;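 also: U2OS osteosarcoma cells stably expressing GPR55 and beta-arrestin-GFP; plate controls were DMSO negative control for no effect and LPI positive control for full effect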
T cell modulator = T cell immune modulators affecting CD8 T cell-vesicle binding; 2C CD8+ T cell-vesicle binding, flow cytometry; hits give low values; 330,000 tested, 0.068% active; calls only at 7 µM;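 active = response, share of CD8 T cells binding vesicles, and their 90th percentile fluorescence all below set limits, cut at about 80% in these data, passing the limit was not always enough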
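Assay system – 2C mouse CD8+ T cells · Also added – QL9-loaded Drosophila micro-vesicles · Timing – Cell–vesicle co-incubation 1.5 h at 37 °C, staining 20 min on ice · Signal – flow cytometry of vesicle-bound cells · Measure – percent CD8+ FL2 mean versus row control · Controls – Peptide-free naked vesicles (low) and QL9 vesicles with 0.7% DMSO vehicle (high)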
KOR beta-arrestin-1 = kappa opioid receptor activators – cell-based, luminescence, uHTS, primary screen (AID 1777); 280,000 tested, 0.02% active; KOR beta-arrestin recruitment, luminescence; higher % means a stronger effect; one-dose activation, % at 10 µM; EC50 in µM for titrated hits; in the data active = activation above about 50%, passing the limit was not always enough; also: a part of the inactive calls stands beside numbers as strong as those of hits
GPR35 antagonists = GPR35 antagonists blocking zaprinast-driven arrestin recruitment, primary screen, imaging, U2OS, beta-arrestin-GFP, zaprinast agonist (AID 2058). inhibition, % at 10 µM, or IC50 in µM where a hit was titrated. 290,000 tested, 0.052% active. U2OS GPR35 beta-arrestin-GFP translocation imaging, zaprinast antagonism; higher % means a stronger effect;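 active = inhibition of at least 50% with at least 30 cells and total cytoplasm GFP at most 10,000,000; inconclusive = under 30 cells or total GFP of 10,000,000 plus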
GPR55 LPI antagonism = inhibition of LPI-stimulated GPR55 beta-arrestin translocation – imaging, U2OS, beta-arrestin-GFP, LPI agonist, primary screen (AID 2013) | 290,000 tested, 0.13% active | inhibition, % at 10 µM, or IC50 in µM where a hit was titrated | U2OS GPR55 beta-arrestin-GFP translocation imaging, LPI antagonism; higher % means a stronger effect;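 active = spots per cell inhibited over 60%, with over 100 cells counted and total cytoplasm intensity under 500,000; inconclusive = wells with under 100 cells, flagged as likely toxic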;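 also: U2OS cells stably carrying GPR55 and arrestin-GFP stimulated by 5 µM LPI near EC80; imaged beta-arrestin-GFP aggregate spots per cell after agonist stimulation; plate controls were LPI-stimulated DMSO wells for no effect and DMSO wells without LPI for full effect; some results filed as inactive read as strong as hits; confirmed hits need IC50 under 10 µM and bright autofluorescent wells are also inconclusive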
West Nile virus CPE = West Nile virus antiviral activity, cell-based, CPE readout (AID 1621); West Nile virus-infected cells, CPE inhibition; higher % means a stronger effect; CPE inhibition, % at 10 µM; hits with a dose series show IC50 in µM; 290,000 tested, 0.02% active; in the data active = a potency from the dose series; inconclusive = CPE inhibition mostly from about 3.7% at the one dose, without a potency; inactive = the rest, 99 in 100 with CPE inhibition below about 2.2%; also: strong numbers were not always called active
NTR1 ag = agonists of NTR1, primary screen, imaging, U2OS cells, beta-arrestin-GFP, high content (AID 493036) | P30989 | NTR1-U2OS beta-arrestin-GFP spot imaging, agonist mode | activation, % at 20 µM | 330,000 tested, 0.17% active;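 active = activation at or above 40% of the spot to cytoplasm intensity ratio, with at least 20 cells analyzed; inconclusive = wells under 20 cells, flagged as cytotoxic or low count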;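 also: 0% = DMSO without peptide and 100% = 100 nM NTR1 peptide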
Target sequence (P30989 whole entry, looked up): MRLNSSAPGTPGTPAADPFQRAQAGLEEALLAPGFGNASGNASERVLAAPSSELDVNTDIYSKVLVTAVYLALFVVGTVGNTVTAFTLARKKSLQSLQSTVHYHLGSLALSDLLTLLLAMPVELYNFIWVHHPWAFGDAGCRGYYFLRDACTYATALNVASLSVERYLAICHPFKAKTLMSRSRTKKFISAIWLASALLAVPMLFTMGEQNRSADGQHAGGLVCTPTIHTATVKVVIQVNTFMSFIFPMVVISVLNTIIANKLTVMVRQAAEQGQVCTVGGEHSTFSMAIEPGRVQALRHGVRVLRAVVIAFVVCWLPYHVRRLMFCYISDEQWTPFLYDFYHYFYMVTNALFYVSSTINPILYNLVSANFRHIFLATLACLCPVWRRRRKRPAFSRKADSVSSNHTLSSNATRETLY
KOR beta-arrestin-2 = kappa opioid receptor blockers – cell-based, luminescence, uHTS (AID 1778); KOR beta-arrestin recruitment, luminescence, antagonist mode; higher % means a stronger effect; inhibition, % at 10 µM; hits with a dose series show IC50 in µM; 290,000 tested, 0.091% active; in the data active = inhibition above about 50%; also: strong numbers were not always called active
Salmonella PhoP GFP = PhoP-dependent GFP reporter repression – Salmonella Typhimurium, primary screen (AID 1863) | S. Typhimurium PhoP-regulated promoter GFP reporter, 4 h; higher % means a stronger effect | inhibition, % at 50 µM; hits with a dose series show IC50 in µM | 300,000 tested, 0.16% active;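 active = inhibition over 29.93%, a cutoff 3 SD above the screen mean, later confirmed by dose response; inconclusive = inhibition over 29.93% but no dose response follow-up; inactive = inhibition at most 29.93% or unconfirmed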;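 also: 0% = low Mg2+ inducing control and 100% = high Mg2+ repressing control; strong numbers were not always called active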
T cell modulator vesicle-bound % = second read-out of T cell modulator, no call of its own (marks repeat the call); double positive events, %; measured here: CD8+ vesicle-bound cell fraction;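 binding gate set so that unloaded-vesicle control wells show 10% double positive cells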
NTR1 ag cell count 20 µM = recorded beside NTR1 ag, whose call it bears; cell count; measured here: cell count, cytotoxicity flag
Starred values were filed as active, the others as inactive; i = inactive; ? = inconclusive; . = no result given; [ ] = dose if it differs, or a comment.

SMILES | GPR55 beta-arrestin | T cell modulator | T cell modulator vesicle-bound % | KOR beta-arrestin-1 | GPR35 antagonists | GPR55 LPI antagonism | West Nile virus CPE | NTR1 ag | NTR1 ag cell count 20 µM | KOR beta-arrestin-2 | Salmonella PhoP GFP
Cc1cc(Br)ccc1OCCN1CC(C)OC(C)C1 (stereo unspecified) | -0.1% | i | 52 | -1.2% | 4% | -2% | -0.5% | 1.2 | 58 | -46%[20 µM] | -4%
Cc1cc(C)cc(Nc2ncc3c(n2)CC(c2ccco2)CC3=O)c1 (stereo unspecified) | -0.1% | i | 15 | -4.7% | -5% | 3% | -1.0% | -0.8 | 87 | -2% | 10%
O=C(Nc1cnccn1)c1cccc(C(F)(F)F)c1 | -0.1% | i | 60 | -2.0% | 4% | -7% | -0.2% | 2.4 | 82 | 15% | 10%
FC(F)Sc1ccc(NC(=S)NC2CCCC2)cc1 | -0.8% | i | 6 | 3.0% | -7% | 8% | -1.4% | 5.1 | 57 | -6% | -8%
COc1cc(CN2CC(=O)N(c3cccc(Cl)c3C)C2=S)cc(OC)c1OC | -0.3% | i | 51 | 2.3% | 8% | -2% | -0.6% | 2.2 | 86 | -4% | -8%
CC(=O)NC(Cc1ccccc1)C(=O)OCC(=O)c1ccccc1 (stereo unspecified) | -0.2% | i | 49 | -1.8% | 16% | -9% | 0.3% | 1.4 | 56 | 23% | -14%
C=CCn1c(CNC(=O)c2ccco2)nnc1SCC(=O)Nc1cccc(Br)c1 | -0.2% | i | 48 | -2.6% | 4% | -12% | -0.2% | 0.1 | 56 | 15% | 5%
CCC(CC)NC(=O)Nc1ccc(F)c(Cl)c1 | -0.8% | i | 41 | 4.5% | -3% | 2% | 0.3% | -1.6 | 88 | -29% | -10%
Cc1cccc(NC(=O)c2ccc(C(=O)c3ccccc3)o2)c1 | -0.1% | i | 3 | -0.6% | -1% | 8% | 0.2% | 1.1 | 56 | -69%[20 µM] | 4%
Cc1cc(C=O)c(C)n1-c1ccc(N2CCOCC2)cc1 | -0.1% | i | 33 | -3.1% | 2% | -2% | 0.1% | 0.1 | 57 | 10% | 5%
O=C(NN1CCOCC1)C12CC3CC(CC(C3)C1)C2 | -0.2% | i | 25 | -2.1% | -6% | 9% | -0.1% | 0.7 | 55 | 26% | 0%
COc1ccc(Cl)cc1NC(=O)CN1CCCCCC1 | -0.3% | i | 42 | 6.6% | 4% | 15% | -0.4% | 8.3 | 58 | -24% | 7%
O=C(COc1ccc2ccccc2c1Br)NCc1ccccn1 | 0.2% | i | 22 | -0.4% | 2% | -10% | -0.7% | 1.1 | 21 | -32% | -4%
CCN(CC)C(=O)C1CCCN(c2ccc([N+](=O)[O-])cc2/C=N/NC(=O)c2cccc(O)c2)C1 (stereo unspecified) | 0.3% | i | 51 | 4.7% | -1% | 1% | -0.3% | -0.7 | 37 | 16% | 0%
c1ccc2c(c1)CCN(Cc1nnnn1Cc1ccc3c(c1)OCO3)C2 | 0.2% | i | 39 | 0.5% | -18% | 8% | -0.2% | -0.7 | 41 | 38% | -7%
CCN(c1ccc(OC)cc1)c1ncnc2nc[nH]c12 | -0.3% | i | 46 | -0.7% | -13% | -20% | -0.1% | -1.8 | 65 | -52% | -6%
COc1cccc(N2CCN(c3c(C#N)c(C(F)(F)F)nn3C)CC2)c1 | -0.2% | i | 18 | 0.9% | 27% | -1% | 0.0% | 1.4 | 35 | 3% | -4%
COc1cc(OC)c(OC)cc1/C=N/n1c(COc2ccccc2)n[nH]c1=S | -0.1% | i | 15 | 0.3% | 7% | 3% | -0.7% | -0.2 | 97 | -20% | 7%
COC(=O)/C=C1\SC(=Nc2ccccc2)NC1=O | 0.2% | i | 53 | -0.9% | 1% | 8% | -0.5% | 1.7 | 59 | . | -13%
O=C(N/N=C1\CCc2ccccc21)c1ccncc1 | -0.1% | i | 36 | 4.3% | 3% | -3% | -0.5% | -0.9 | 54 | -4% | -27%
CC(CC(=O)O)CC(=O)Nc1cccc([N+](=O)[O-])c1 (stereo unspecified) | 0.0% | i | 51 | -7.2% | 7% | -8% | 0.3% | 0.7 | 46 | -4% | 8%
CN(C)C(=O)c1cnc(-c2ccccc2)nc1-c1ccccc1 | 0.3% | i | 44 | -1.1% | -13% | 6% | 0.4% | -0.9 | 88 | 7% | -8%
O=C(CNCc1ccc(Cl)cc1)NCc1ccco1 | -0.3% | i | 23 | 3.2% | -5% | 10% | -0.9% | -1.5 | 86 | 23% | 18%
COc1cccc(CN(C)Cc2cc(=O)oc3cc(O)c(Cl)cc23)c1 | -0.1% | i | 58 | -3.3% | 2% | 18% | -0.5% | 1.7 | 96 | 6% | 2%
COCCCNC(=O)c1ccc(S(=O)(=O)c2ccc(C)cc2)c(NC(C)=O)c1 | 0.4% | i | 32 | -0.4% | 1% | 12% | 0.0% | 0.0 | 74 | 12% | 0%

Reformatted: entries from further up.
Second line of a record – GPR55 beta-arrestin	T cell modulator	T cell modulator vesicle-bound %	KOR beta-arrestin-1	GPR35 antagonists	GPR55 LPI antagonism	West Nile virus CPE	NTR1 ag	NTR1 ag cell count 20 µM	KOR beta-arrestin-2	Salmonella PhoP GFP
> CCN(CC)C(=O)C1CCCN(c2ccc([N+](=O)[O-])cc2/C=N/NC(=O)c2cccc(O)c2)C1 (stereo unspecified)
    0.3%	i	51	4.7%	-1%	1%	-0.3%	-0.7	37	16%	0%
> COc1cccc(CN(C)Cc2cc(=O)oc3cc(O)c(Cl)cc23)c1
    -0.1%	i	58	-3.3%	2%	18%	-0.5%	1.7	96	6%	2%
> O=C(CNCc1ccc(Cl)cc1)NCc1ccco1
    -0.3%	i	23	3.2%	-5%	10%	-0.9%	-1.5	86	23%	18%
> COc1cccc(N2CCN(c3c(C#N)c(C(F)(F)F)nn3C)CC2)c1
    -0.2%	i	18	0.9%	27%	-1%	0.0%	1.4	35	3%	-4%
> COc1cc(OC)c(OC)cc1/C=N/n1c(COc2ccccc2)n[nH]c1=S
    -0.1%	i	15	0.3%	7%	3%	-0.7%	-0.2	97	-20%	7%
> FC(F)Sc1ccc(NC(=S)NC2CCCC2)cc1
    -0.8%	i	6	3.0%	-7%	8%	-1.4%	5.1	57	-6%	-8%
> Cc1cc(C)cc(Nc2ncc3c(n2)CC(c2ccco2)CC3=O)c1 (stereo unspecified)
    -0.1%	i	15	-4.7%	-5%	3%	-1.0%	-0.8	87	-2%	10%

Other compounds follow.
SMILES | GPR55 beta-arrestin | T cell modulator | T cell modulator vesicle-bound % | KOR beta-arrestin-1 | GPR35 antagonists | GPR55 LPI antagonism | West Nile virus CPE | NTR1 ag | NTR1 ag cell count 20 µM | KOR beta-arrestin-2 | Salmonella PhoP GFP
COc1ncccc1C(=O)N1CCCC(N2CCN(c3ccc(F)cc3)CC2)C1 (stereo unspecified) | -0.1% | i | 28 | 3.5% | 3% | -6% | -1.0% | 0.6 | 64 | -31% | -4%
COc1ccccc1NC(=O)C1CCN(C(=O)NCc2ccccc2)CC1 | -0.4% | i | 51 | -0.1% | -3% | -1% | -0.3% | 0.5 | 39 | -43% | -4%
Cc1cc(C)c2[nH]c(=O)c(CN(Cc3ccc4c(c3)OCO4)Cc3nnnn3C3CCCC3)cc2c1 | -0.2% | i | 53 | -2.1% | -1% | -6% | -0.6% | 0.2 | 40 | -16% | -4%
Cc1ccccc1N=C1c2cc([N+](=O)[O-])ccc2-c2ncccc21 | 0.2% | i | 35 | -4.0% | -2% | -5% | -0.5% | 0.8 | 39 | 21% | -3%
Cc1ccc(C)c(NC(=O)C2CCC(C)(C(=O)O)C2(C)C)c1 (stereo unspecified) | -0.2% | i | 34 | 6.8% | 2% | 4% | 0.3% | -0.3 | 87 | 16% | 4%
CCc1nnc(N/N=C/c2ccccc2Cl)n1N | 0.3% | i | 52 | 6.8% | 1% | 15% | 0.4% | -0.1 | 60 | -16% | -11%
COc1ccc(Cl)cc1S(=O)(=O)N1CCN(C)CC1 | 1.1% | i | 62 | -0.2% | 14% | 4% | 0.2% | 7.4 | 46 | -20% | -1%
Cn1ccc(C(=O)N2CCCc3ccccc32)n1 | -0.2% | i | 58 | -1.1% | 0% | 27% | 0.2% | -1.8 | 58 | -5% | 8%
CCOc1ccc(NC(=O)CS(=O)CC(=O)N(CC(=O)NC(C)(C)C)C2CCCC2)cc1 (stereo unspecified) | 0.3% | i | 20 | -3.1% | -8% | 5% | 0.0% | -0.9 | 62 | 5% | -4%
CCOC(=O)C1=C(C)Nc2ccccc2N=C1NC(=O)C(CC)c1ccccc1 (stereo unspecified) | -0.2% | i | 44 | 1.3% | 2% | -5% | -1.1% | 1.6 | 85 | 13% | -4%
COc1ccc(CCNC(=S)NCCc2c[nH]c3ccccc23)cc1 | -0.4% | i | 46 | -2.1% | 0% | 2% | -0.8% | 3.1 | 44 | 23% | -4%
O=C(c1cccnc1)N1CCN(Cc2cccc(Br)c2)CC1 | 0.0% | i | 4 | 12% | ? | -5% | 0.0% | -0.5 | 45 | -15% | 0%
N#CC1C(C#N)N2CCCN2C1c1ccc(Br)cc1 (stereo unspecified) | 1.6% | i | 53 | 2.1% | 6% | -4% | -0.5% | 0.1 | 44 | -19% | -5%
COc1cc(NS(=O)(=O)c2ccc(NC(=O)/C(=C/c3ccccc3Cl)NC(=O)c3ccccc3)cc2)nc(OC)n1 | -0.1% | i | 12 | 2.0% | 6% | 6% | 0.5% | -2.4 | 44 | -15% | -2%
COCCNC(=S)N/N=C/c1c2ccccc2cc2ccccc12 | -0.1% | i | 45 | 0.8% | -9% | -10% | -0.5% | 7.9 | 45 | -28% | -4%
COc1ccc(C(=O)C[n+]2ccc3c(c2)nc(-c2ccc(OC)cc2OC)n3C)cc1 | -0.1% | i | 43 | 0.5% | -12% | 20% | -0.1% | 3.1 | 29 | -8% | 8%
COc1ccc(N=Cc2c(O)n(-c3ccc(OC)cc3)c(=O)c3ccccc23)cc1 | -1.0% | i | 52 | 39% | 1% | 18% | 0.1% | 17 | 90 | -124% | -8%
